Hsp70 act – Hsp70 transcriptional activators, primary screen, cell-based, HeLa, Hsp70 promoter luciferase, luminescence, 10 µM. 200,000 tested, 0.04% active. activation, % at 10 µM. HeLa Hsp70 promoter luciferase reporter; scaled: vehicle 0, proteasome-inhibitor control 100%;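 active means activation above the mean across all tested compounds plus 3 SD, cutoff set per campaign, cut at about 5.5% in these data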;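 further: 100% = MG132 at 30 µM as the positive control and 0% = DMSO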
L major viab – Leishmania major promastigote growth inhibition, primary screen | Leishmania major promastigotes, resazurin fluorescence viability | inhibition, % at 10 µM | 200,000 tested, 9% active;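 further: promastigotes grown with compound for 44 hours at 28 °C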
TLR4 MyD88 comp – inhibitors of TLR4-MyD88 association in cells, primary screen, cell-based, HeLa CL3-4, BLA complementation, FRET ratio. Toll-like receptor 4 (Homo sapiens) + Myeloid differentiation primary response protein …. HeLa CL3-4 TLR4/MyD88 BLA complementation. inhibition, % at 8.4 µM. 200,000 tested, 0.18% active. AID 861, 2007; in the data active means inhibition above about 25%;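 further: 0% = vehicle and 100% = reference inhibitor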
PMI activator – activators of human PMI, primary screen, biochemical, fluorescence intensity, near-Km mannose 6-phosphate; activation factor at 20 µM; AID 1214, 2008; purified human PMI, coupled resazurin fluorescence, 20 min; active compounds read high; 1 = vehicle control, 0 substrate-free wells; Mannose-6-phosphate isomerase (Homo sapiens), P34949; 190,000 tested, 0.005% active;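 active means activation factor of 2 or more at 20 µM, relative to plate controls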
Target sequence (P34949 whole entry, looked up): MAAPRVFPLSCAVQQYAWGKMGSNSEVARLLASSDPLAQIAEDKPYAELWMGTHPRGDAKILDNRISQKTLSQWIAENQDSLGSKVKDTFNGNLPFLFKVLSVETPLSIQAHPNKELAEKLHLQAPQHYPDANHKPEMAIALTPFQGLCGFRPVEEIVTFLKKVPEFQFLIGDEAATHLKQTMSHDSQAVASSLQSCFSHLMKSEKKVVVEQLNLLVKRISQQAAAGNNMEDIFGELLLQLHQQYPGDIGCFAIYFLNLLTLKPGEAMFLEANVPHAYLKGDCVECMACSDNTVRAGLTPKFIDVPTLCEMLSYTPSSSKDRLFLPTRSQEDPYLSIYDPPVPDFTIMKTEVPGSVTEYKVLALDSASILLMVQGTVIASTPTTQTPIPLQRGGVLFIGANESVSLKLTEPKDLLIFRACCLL
Diaph inh CS – diaphorase inhibitors and chemical oxidizers, primary screen, counter-screen for diaphorase-coupled primary assays, biochemical, uHTS, resorufin fluorescence; 190,000 tested, 0.69% active; AID 1217, 2008; inhibition, % at 20 µM; diaphorase resazurin-to-resorufin fluorescence, NADH, 16 min; bacterial (C. kluyveri) enzyme, not human;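 active means primary screen inhibition at 20 µM above a set limit, cut at about 50% in these data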;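 further: plate controls were DMSO with full reaction for no effect and wells lacking NADH for full effect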
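Assay system – diaphorase enzyme from Clostridium kluyveri · Amount – diaphorase 0.14 U/mL (working solution) · Times – reaction incubation of 16 min at room temperature · Controls – No-NADH positive control and DMSO neutral control · Signal – resorufin fluorescence 544/590 nm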
DTT redox prof – compounds producing H2O2 with reducing agent – biochemical, NIH compound library profiling, artefact control for MLSCN library redox annotation, primary screen | DTT-dependent redox cycling H2O2, phenol red/HRP absorbance; 100% = 100 µM peroxide control, 0% = buffer | activation, % at 10 µM | 200,000 tested, 0.03% active;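 active means activation of at least 50% relative to the plate's high and low controls in the primary single-dose screen; inactive means activation below 50%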;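 further: compound incubated with DTT at 0.8 mM final as the reducing agent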
RAM network inh – inhibitors of the yeast RAM network, primary screen, dse1pr::URA3 reporter, 5-FOA selection. S. cerevisiae dse1pr::URA3 reporter, 5-FOA growth OD615, 2 d; analog-sensitive cbk1-as2 kinase mutant strain. AID 868, 2007. 190,000 tested, 1.8% active. inhibition, % at 50 µM;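 active means inhibition above a set limit, 3 SD over mean compound inhibition, cut at about 8.4% in these data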;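 further: 0% = DMSO-only wells with no growth and 100% = 10 µM 1-NA-PP1 full growth; inhibition rescues growth on 5-FOA so higher OD means more RAM inhibition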
G6PDH CS – L. mesenteroides G6PDH inhibitors, counter-screen for G6PDH-coupled screening assays, biochemical, Leuconostoc mesenteroides enzyme; Purified L. mesenteroides G6PDH, diaphorase/resazurin coupled fluorescence, 45 min; inhibition, % at 5 µM; 200,000 tested, 0.12% active
PMI act satM6P – human PMI activators, high substrate, primary screen, biochemical, fluorescence intensity, near-saturating mannose 6-phosphate; activation factor at 20 µM; Mannose-6-phosphate isomerase (Homo sapiens), P34949; 190,000 tested, 0.34% active; coupled PMI enzyme assay, resazurin fluorescence, 20 min; active compounds read high; 1 = untreated enzyme, 0 = substrate-free blank;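 active means activation factor of 2 or more at 20 µM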
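Test system: human phosphomannose isomerase with PGI, G6PDH, diaphorase coupling enzymes; Amount: PMI at 15 ng/mL final; Reagent: Mannose-6-phosphate 1.0 mM (near-saturating) plus 0.22 mM NADP+; Timing: 20 min, room temperature; Technique: resorufin fluorescence at Ex 544/Em 590 nm; Dosing: 20 µM single dose.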
Diaphorase act – compounds boosting diaphorase resazurin reduction – biochemical, uHTS, resorufin fluorescence, counter-screen for diaphorase-coupled primary assays, primary screen | Diaphorase/resazurin coupled assay, 16 min; active compounds read high; 1 = vehicle wells, 0 = NADH-free wells | activation factor at 20 µM | 190,000 tested, 0.005% active;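 active means diaphorase activity raised at least twofold by the compound at 20 µM; inactive means activation factor below 2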
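Test system: Clostridium kluyveri diaphorase, purified enzyme. Buffer or medium: 50 mM HEPES pH 7.4 buffer plus MgCl2 and Tween 20. Also added: 0.114 mM NADH and 0.1 mM resazurin, final amounts. Dosing: compound 20 µM once, DMSO 1%. Schedule: 16 min enzyme reaction, ambient temperature. Detection: fluorescence of resorufin, 544 nm excitation, 590 nm emission.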
S1P3 antagonist – S1P3 receptor antagonists, primary screen, cell-based; CHO S1P3 NFAT-BLA reporter, FRET fluorescence, antagonist mode; inhibition, % at 4.98 µM; 170,000 tested, 0.27% active; AID 485, 2006;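 active means inhibition above the plate cutoff, the mean inhibition of test wells on that plate plus 3 SD, cut at about 28% in these data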;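 further: cells challenged with S1P at its EC80 of 0.8 µM; blue over green emission ratio from cleaved BLA substrate after 4 h stimulation; 0% = S1P-stimulated wells and 100% = unstimulated DMSO-only wells; some compounds past the cut are filed as inactive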
Target sequence (Q99500 whole entry, looked up): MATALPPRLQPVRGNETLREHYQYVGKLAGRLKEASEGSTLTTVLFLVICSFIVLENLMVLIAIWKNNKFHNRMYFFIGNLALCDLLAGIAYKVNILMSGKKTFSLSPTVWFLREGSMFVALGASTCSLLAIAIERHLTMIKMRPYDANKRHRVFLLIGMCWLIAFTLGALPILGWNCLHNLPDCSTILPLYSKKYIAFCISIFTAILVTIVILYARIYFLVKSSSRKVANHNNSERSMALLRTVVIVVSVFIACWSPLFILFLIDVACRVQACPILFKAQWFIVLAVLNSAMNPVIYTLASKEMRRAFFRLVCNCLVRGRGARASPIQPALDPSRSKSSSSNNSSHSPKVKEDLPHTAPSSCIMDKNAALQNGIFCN
* hit, by the source's call; · = no result given. Unless noted, no stated cut-off is given here; in the data, active means inhibition above about 50%; inactive means the rest.

SMILES	Hsp70 act	L major viab	TLR4 MyD88 comp	PMI activator	Diaph inh CS	DTT redox prof	RAM network inh	G6PDH CS	PMI act satM6P	Diaphorase act	S1P3 antagonist
O=C(CC12CC3CC(CC(C3)C1)C2)NCC(=O)N1CCc2ccccc2C1	-0.4	0	-1	0.9	9	-1.8	0.1	6	1	0.9	·
Clc1cccc(-c2ccc(/C=N/n3cnnc3)o2)c1Cl	-0.4	6	5	1	4	0.1	2.0	8	1	1	·
Cc1c(Cl)cccc1NC(=O)N1CCCC1	-0.4	-6	-1	0.9	4	-0.3	2.3	14	1	1	4
CCC1CCC(C(=O)NC(CCSC)C(=O)NCCN(CC(C)C)CC(C)C)CC1 (stereo unspecified)	-0.3	15	-11	1	12	-0.6	1.1	4	0.9	0.9	13
CCN(CC)CCN(Cc1cc2cc3c(cc2[nH]c1=O)OCO3)C(=S)NCC1CCCO1 (stereo unspecified)	-0.2	11	-21	0.9	12	-1.3	0.6	6	0.9	0.9	-3
O=C1CC(c2ccc(F)c(Br)c2)C2=C(CCCC2=O)N1 (stereo unspecified)	-0.2	-11	13	0.8	18	-1.0	0.1	10	0.8	0.8	13
COc1ccc(CNC(=O)c2ccc(=O)oc2)cc1OC	-0.4	-5	-2	1.1	7	-0.1	2.1	3	1	0.9	-9
NNC(=O)c1sccc1OCc1ccc(F)cc1	-0.4	-2	4	1	-2	-0.1	0.7	5	1	1	12
COc1cc2ncnc(NCc3ccccc3C)c2cc1OC	-0.5	28	-6	0.9	3	2.3	0.2	-19	0.9	1	·
Cc1ccc2c(c1)C(O)(C1COC(C)(C)CC1=O)C(=O)N2C (stereo unspecified)	-0.2	-8	-6	1	-4	0.1	1.3	4	1	1	7
O=C(N[C@@H](Cc1ccccc1)C(=O)NC1CCCCC1)c1ccco1	0.3	10	-5	1.1	-7	0.2	0.6	2	1.1	1.1	·
Cc1ccc(S(=O)(=O)NCCCCCC(=O)NC(C)(C)CO)cc1	0.1	-1	2	0.9	15	2.1	-0.2	7	0.8	0.8	9
CC(C)(C)NS(=O)(=O)c1ccc(CCC(=O)N2CCCC2)cc1	-0.3	5	4	1.1	-13	-0.3	0.8	5	1	1.1	-21
COC(=O)/C=C/c1sc2nc(C)cc(C)c2c1N=CN(C)C	0.1	22	3	0.9	21	-0.8	-0.1	-2	0.9	0.8	-11
CCOC(=O)c1sc(Nc2nc3c(OC)cccc3s2)nc1C	0.4	73*	-20	0.8	7	0.8	3.8	-1	0.9	0.9	-16
CCNCc1cc2cc(C)ccc2[nH]c1=O	-0.1	9	11	1	20	0.3	-0.6	7	1.1	0.8	·
Fc1ccc(Cn2nnnc2CN2CCN(C3CCCC3)CC2)cc1	-0.1	94*	6	1.1	-6	-0.8	0.1	-1	1	1.1	-3
CCOC(=O)C(NC(=O)c1ccccc1)=C1CCCCC1	-0.3	-1	-9	0.9	18	-0.6	-0.1	4	0.9	0.8	-17
CCCc1cc(C(=O)Nc2sc(C)c(CC)c2C#N)no1	-0.4	-10	0	0.9	17	-0.2	1.7	-18	1	0.8	-6
Cc1cc(C)nc(NC(=O)/C=C/c2ccccc2Cl)c1	0.0	7	7	0.9	16	0.2	0.8	-29	1	0.8	12
Cc1ccc(S(=O)(=O)Nn2c(C)nnc2-n2nc(C)cc2C)cc1	0.0	-3	12	1	1	1.4	-0.5	11	0.9	1	11
Cc1ccc(NC(=O)c2c(O)c3ccccc3n(C)c2=O)nc1	-0.3	71*	8	1	-26	-0.4	0.4	6	1	1.3	·
CS(=O)(=O)N1CCN(c2ccc(NC(=O)CSc3nnc(-c4ccco4)o3)cc2)CC1	-0.2	-1	-5	1.1	-4	-1.0	5.7	8	1.1	1	-8
COc1ccc(N2CCN(S(=O)(=O)c3cccs3)CC2)cc1	-0.2	2	-2	1	8	0.5	1.1	-12	1.1	0.9	-26
O=C1N/C(=C/c2ccco2)C(=O)N1Cc1ccccc1F	-0.2	1	7	1.2	11	0.5	5.7	7	1	0.9	6
COc1ccc(CC(=O)NNC(=S)Nc2ccccc2)cc1Cl	0.0	0	1	1	-6	0.2	-0.6	19	1	1.1	-2
COc1cc(S(=O)(=O)NCCN2CCOCC2)ccc1-n1cnnn1	-0.1	-3	-11	1	7	-1.1	2.5	4	1.1	0.9	4
CC1=C(C(=O)Nc2ccccn2)C(c2ccc(Cl)cc2)NC(=S)N1 (stereo unspecified)	-0.2	11	5	1	17	0.3	0.4	5	1	0.8	-11
O=C(COC(=O)c1ccc(S(=O)(=O)N2CCOCC2)cc1)NCc1cccs1	-0.1	-4	-5	1	1	-0.1	2.1	3	1.1	1	5
Cc1cccc(Nc2nc(N)c([N+](=O)[O-])c(N3CCOCC3)n2)c1	0.2	-8	-13	1	29	-0.5	0.7	0	1.1	0.7	4
Cc1cc2cc(CNC(=O)C3CC3)ccc2n1C	-0.3	2	14	1	20	-0.2	-0.5	4	0.8	0.8	-21
O=C1[C@@H]2[C@H](C(=O)N1Cc1cccnc1)[C@H]1C=C[C@@H]2C1	0.1	0	1	0.9	11	0.4	0.7	8	1	0.9	·
CC(O)Cn1c(=O)c2c(nc(Br)n2Cc2ccccc2)n(C)c1=O (stereo unspecified)	-0.1	-2	4	1.1	-4	1.3	1.0	6	1.1	1	·
COCCN(C)C(=O)CC1C(=O)NCCN1CC(c1ccccc1)c1ccccc1 (stereo unspecified)	-0.5	-7	-3	0.9	24	0.5	0.7	13	0.7	0.8	-14
COc1ccc(N(C(=O)Nc2ccc(Cl)cc2)C2=NCCC2)cc1	-0.2	-2	2	0.8	14	3.8	1.1	4	0.9	0.9	22
COCC(=O)N1CCCC(C(=O)c2ccc(-c3ccccc3)c(F)c2)C1 (stereo unspecified)	0.1	0	11	1	13	0.1	0.9	14	1	0.9	-2
O=C(COC(=O)C1c2ccccc2Oc2ccccc21)NC1CCS(=O)(=O)C1 (stereo unspecified)	-0.1	4	-3	1.1	-4	0.5	3.2	-4	1.1	1	-1
CCOC(=O)N1CCN(S(=O)(=O)c2ccc(OCC)cc2)CC1	0.1	-7	11	0.8	18	0.0	0.6	6	0.9	0.8	·
Cn1c(=O)[nH]c(=O)c2c1nc(Br)n2CCSc1ncccn1	0.1	0	4	1	5	-0.4	2.5	2	1	0.9	·
NC(=S)N=Nc1c(O)n(C2OC(=O)c3ccccc32)c2ccccc12 (stereo unspecified)	0.1	-4	9	0.9	28	0.3	1.2	-17	0.8	0.7	·

Taken from the results shown, five compounds:
SMILES	Hsp70 act	L major viab	TLR4 MyD88 comp	PMI activator	Diaph inh CS	DTT redox prof	RAM network inh	G6PDH CS	PMI act satM6P	Diaphorase act	S1P3 antagonist
COCC(=O)N1CCCC(C(=O)c2ccc(-c3ccccc3)c(F)c2)C1 (stereo unspecified)	0.1	0	11	1	13	0.1	0.9	14	1	0.9	-2
O=C(COC(=O)C1c2ccccc2Oc2ccccc21)NC1CCS(=O)(=O)C1 (stereo unspecified)	-0.1	4	-3	1.1	-4	0.5	3.2	-4	1.1	1	-1
CCOC(=O)N1CCN(S(=O)(=O)c2ccc(OCC)cc2)CC1	0.1	-7	11	0.8	18	0.0	0.6	6	0.9	0.8	·
Cn1c(=O)[nH]c(=O)c2c1nc(Br)n2CCSc1ncccn1	0.1	0	4	1	5	-0.4	2.5	2	1	0.9	·
NC(=S)N=Nc1c(O)n(C2OC(=O)c3ccccc32)c2ccccc12 (stereo unspecified)	0.1	-4	9	0.9	28	0.3	1.2	-17	0.8	0.7	·

(next part)
SMILES	Hsp70 act	L major viab	TLR4 MyD88 comp	PMI activator	Diaph inh CS	DTT redox prof	RAM network inh	G6PDH CS	PMI act satM6P	Diaphorase act	S1P3 antagonist
C/C(=C\C(=O)c1ccc(Br)cc1)Nc1ccc(Cl)cc1	-0.6	-8	-20	0.9	6	0.7	1.6	2	1	0.9	-2
Cc1ccccc1NC(=O)C(C)c1ccc(-c2ccccc2)c(F)c1 (stereo unspecified)	-0.4	2	4	0.8	15	0.2	4.4	5	0.8	0.8	·
CCOC(=O)c1nn(C)c(C)c1Cl	-0.1	-5	-2	1.1	6	-0.3	3.5	-1	1	0.9	-16
O=C(Nc1ccccc1F)c1ccc(-n2cncn2)nc1	-0.1	-4	-1	0.9	14	0.5	·	10	0.9	0.9	·
Cc1ccc(S(=O)(=O)N(CC(=O)NCCSc2ccccn2)c2ccc(C)c(C)c2)cc1	-0.3	30	-7	0.9	24	-0.2	5.1	2	0.8	0.8	-3
O=C(/C=C/c1ccccc1[N+](=O)[O-])N1CCCCC1	-0.1	6	-10	1	23	-0.9	1.0	-1	0.7	0.8	-14
COC(=O)c1cc(OC)c(OC)cc1NC(=O)CSc1ccccc1	-0.1	1	-2	0.9	5	-5.2	2.5	4	1	0.9	·
CCOC(=O)c1c(C)n(C)c2ccc(O)c(CN(CC)CC)c12	-0.2	62*	10	0.8	21	0.2	0.2	6	0.9	0.8	·
Cc1ccc(S(=O)(=O)Nc2ccc(-c3nnc(SCc4ccccc4Cl)o3)cc2)cc1	-0.4	9	-10	0.9	8	0.1	6.9	2	1	0.9	-9
Cn1cc(CCC(=O)N2CCCC(C(=O)c3ccc(C(C)(C)C)cc3)C2)cn1 (stereo unspecified)	0.1	-1	-1	1	0	0.6	0.3	3	1	1	4
CC(=O)c1c(C)[nH]c(C(=O)Nc2cccc(S(=O)(=O)N(C)C)c2)c1C	0.0	3	-7	1.1	1	-0.8	5.2	-1	1	1	-3
O=C(Nc1ccccc1-c1nnn(CC(=O)N2CCOCC2)n1)c1ccccc1F	0.2	-2	14	1.1	-20	-0.3	3.9	14	1.1	1.2	-19
O=C(O)CCC(=O)CCC(=O)c1ccc(Cl)cc1	-0.3	3	-1	0.9	10	0.2	-0.8	0	1	0.9	·

Screens (PubChem BioAssay)
